Screening data as filed in PubChem BioAssay.
All columns: NCI-60 one-dose screen, growth in % after 48 h at 10 µM unless noted; 100 = growth as untreated, 0 = no growth, -100 = all killed.
HCT-15 = HCT-15 colon cancer; 82,000 compounds, 5.2% hits
HCT-116 = HCT-116 colon cancer; 82,000 compounds, 7.3% hits; AID 1794798
NCI-H23 = NCI-H23 lung cancer; 80,000 compounds, 4% hits; AID 1794731
NCI-H522 = NCI-H522 lung cancer | 78,000 compounds, 8% hits | AID 1794739
NCI-H226 = NCI-H226 lung cancer; 79,000 compounds, 3.5% hits
NCI-H322M = NCI-H322M lung cancer | AID 1794733 | 80,000 compounds, 2.7% hits
COLO 205 = COLO 205 colon cancer; 79,000 compounds, 7.3% hits
NCI-H460 = NCI-H460 lung cancer; 82,000 compounds, 6.8% hits; AID 1794736
NCI/ADR-RES = NCI/ADR-RES ovarian cells | 81,000 compounds, 4.4% hits
The depositor's hits bear a star. Rule for the calls: active = growth percent below 10; inactive = the rest.

How did Cc1ccc2nc(C)c(-c3nnc(SCc4cc(F)ccc4F)o3)n2c1 do in these assays?
HCT-15: 93; HCT-116: 93; NCI-H23: 88; NCI-H522: 88; NCI-H226: 94; NCI-H322M: 91; COLO 205: 126; NCI-H460: 97; NCI/ADR-RES: 90

How did CC(=O)C1/C(=N/O)CON(Cc2ccccc2)C1c1ccccc1 (stereo unspecified) do in these assays?
HCT-15: 98; HCT-116: 99; NCI-H23: 97; NCI-H522: 92; NCI-H226: 95; NCI-H322M: 92; COLO 205: 117; NCI-H460: 105; NCI/ADR-RES: 99

Results for O=c1ccc(=O)n(-c2nc(-c3ccc(Cl)cc3)cs2)[nH]1 ?
HCT-15: 75; HCT-116: 78; NCI-H23: 88; NCI-H522: 87; NCI-H226: 82; NCI-H322M: 90; COLO 205: 75; NCI-H460: 76; NCI/ADR-RES: 84

What do the screens show for `O=C(NCCN1CCOCC1)c1cccc(N2C(=O)/C(=C/c3cccc(F)c3)SC2=S)c1`?
HCT-15: 89; HCT-116: 89; NCI-H23: 95; NCI-H522: 94; NCI-H226: 94; NCI-H322M: 103; COLO 205: 105; NCI-H460: 99; NCI/ADR-RES: 99

What do the screens show for `OC1(O)CCN(Cc2ccccc2)CC1`?
HCT-15: 113; HCT-116: 99; NCI-H23: 98; NCI-H522: 105; NCI-H226: 98; NCI-H322M: 105; COLO 205: 105; NCI-H460: 99; NCI/ADR-RES: 100

What do the screens show for `COC(OC)C1(CCc2ccccc2)NC(=O)NC1=O` (stereo unspecified)?
HCT-15: 111; HCT-116: 100; NCI-H23: 103; NCI-H522: 96; NCI-H226: 102; NCI-H322M: 92; NCI-H460: 114; NCI/ADR-RES: 116

How did O=C(O)c1ccc(SSc2ccc(C(=O)O)cc2)cc1 do in these assays?
HCT-15: 101; HCT-116: 86; NCI-H23: 98; NCI-H522: 65; NCI-H226: 108; NCI-H322M: 107; COLO 205: 123; NCI-H460: 106; NCI/ADR-RES: 98

How did CCCCSCCCCO do in these assays?
HCT-15: 102; HCT-116: 94; NCI-H23: 102; NCI-H522: 112; NCI-H226: 100; NCI-H322M: 114; COLO 205: 109; NCI-H460: 108; NCI/ADR-RES: 104

Results for COc1ccc(/C=C2\C=C(c3ccccc3)N(CCc3ccccc3)C2=O)cc1 ?
HCT-15: 89; HCT-116: 95; NCI-H23: 85; NCI-H522: 79; NCI-H226: 76; NCI-H322M: 70; COLO 205: 93; NCI-H460: 79; NCI/ADR-RES: 81

Results for CN1CCN(c2ccc3nc(/N=C/c4ccc5sc(-c6ccc(Cl)cc6)nc5c4)sc3c2)CC1 ?
HCT-15: 103; HCT-116: 95; NCI-H23: 100; NCI-H522: 95; NCI-H322M: 104; NCI-H460: 102; NCI/ADR-RES: 110

Results for Oc1ccc(CCc2ccccc2)cc1 ?
HCT-15: 94; HCT-116: 104; NCI-H23: 98; NCI-H522: 83; NCI-H226: 94; NCI-H322M: 91; COLO 205: 114; NCI-H460: 108; NCI/ADR-RES: 98

How did Cc1cc(N)cc(C)c1-c1c(Br)cc(N)cc1Br do in these assays?
HCT-15: 32; HCT-116: 23; NCI-H23: 51; NCI-H522: -9.5*; NCI-H226: 69; NCI-H322M: 19; COLO 205: 12; NCI-H460: 17; NCI/ADR-RES: -1.8*

How did COc1ccc(C2=N[C@@H](Cc3ccccc3)C(=O)c3c(nc4ccccn34)N2)cc1 do in these assays?
HCT-15: 101; HCT-116: 88; NCI-H23: 92; NCI-H522: 95; NCI-H226: 99; NCI-H322M: 107; COLO 205: 127; NCI-H460: 104; NCI/ADR-RES: 89

What do the screens show for `CC/C=C\C/C=C\C/C=C\CCCCCCCCOc1ccccc1CCOP(=O)(O)OCC[N+](C)(C)C`?
HCT-15: 105; HCT-116: 101; NCI-H23: 111; NCI-H522: 101; NCI-H226: 105; NCI-H322M: 100; COLO 205: 111; NCI-H460: 104; NCI/ADR-RES: 107

How did Fc1ccc(/C=C(/C2=NCCN2)n2ccc3ccccc32)cc1 do in these assays?
HCT-15: 101; HCT-116: 90; NCI-H23: 106; NCI-H522: 93; NCI-H226: 102; NCI-H322M: 100; COLO 205: 100; NCI-H460: 99; NCI/ADR-RES: 100

What do the screens show for `Nc1ccc(S(=O)(=O)Nc2ncc(Br)cn2)cc1`?
HCT-15: 99; HCT-116: 104; NCI-H23: 111; NCI-H522: 101; NCI-H226: 93; NCI-H322M: 115; COLO 205: 107; NCI-H460: 103; NCI/ADR-RES: 114

Results for C=CC(=O)OCCCl ?
HCT-15: 115; HCT-116: 98; NCI-H23: 103; NCI-H522: 131; NCI-H226: 101; NCI-H322M: 101; COLO 205: 112; NCI-H460: 102

How did COc1cc2nc(Cl)nc(Nc3cccc(C4=NN(C(C)=O)C(c5ccc6c(c5)OCO6)C4)c3)c2cc1OC (stereo unspecified) do in these assays?
HCT-15: 52; HCT-116: 71; NCI-H23: 80; NCI-H522: 83; NCI-H226: 69; NCI-H322M: 96; COLO 205: 88; NCI-H460: 36; NCI/ADR-RES: 79

What do the screens show for `Cc1cccc(NC(=O)CSc2nc3ccccc3[nH]2)c1`?
HCT-15: 104; HCT-116: 107; NCI-H23: 95; NCI-H522: 91; NCI-H226: 92; NCI-H322M: 97; COLO 205: 110; NCI-H460: 105; NCI/ADR-RES: 98

Results for O=C1/C(=C/c2c[nH]c(=O)[nH]c2=O)SC(=S)N1Cc1ccccc1 ?
HCT-15: 104; HCT-116: 103; NCI-H23: 96; NCI-H522: 91; NCI-H226: 102; NCI-H322M: 95; COLO 205: 88; NCI-H460: 105; NCI/ADR-RES: 106

What do the screens show for `CC(C)C(/C=C/c1[nH]ncc1-c1cc(Cl)ccc1O)N1CCOCC1` (stereo unspecified)?
HCT-15: 95; HCT-116: 89; NCI-H23: 97; NCI-H522: 96; NCI-H226: 85; NCI-H322M: 89; COLO 205: 109; NCI-H460: 105; NCI/ADR-RES: 88

How did C=CCOc1nc(N)nc(N)n1 do in these assays?
HCT-15: 86; HCT-116: 98; NCI-H23: 106; NCI-H522: 109; NCI-H226: 98; NCI-H322M: 110; COLO 205: 121; NCI-H460: 101; NCI/ADR-RES: 113

Results for COc1ccc2[nH]c(C)cc2c1C ?
HCT-15: 100; HCT-116: 97; NCI-H23: 94; NCI-H522: 91; NCI-H226: 105; NCI-H322M: 110; COLO 205: 119; NCI-H460: 107; NCI/ADR-RES: 97

Results for COC(=O)C(Cc1cnc[nH]1)NC(=O)CCCn1c(C)c(C)c2c1N=C(SC)N1CC(=O)N=C21 (stereo unspecified) ?
HCT-15: 105; HCT-116: 100; NCI-H23: 109; NCI-H522: 90; NCI-H226: 111; NCI-H322M: 105; COLO 205: 118; NCI-H460: 99; NCI/ADR-RES: 110

How did CN1C2CCC1/C(=C\c1ccc(F)cc1)C(=O)/C2=C/c1ccc(F)cc1 do in these assays?
HCT-15: 39; HCT-116: 9.5*; NCI-H23: 48; NCI-H522: 34; NCI-H226: 56; NCI-H322M: 50; COLO 205: 15; NCI-H460: 14; NCI/ADR-RES: 20

What do the screens show for `O=C1/C(=C/c2ccc(F)cc2)COc2ccc(O)cc21`?
HCT-15: 61; HCT-116: 24; NCI-H23: 97; NCI-H522: 76; NCI-H226: 108; NCI-H322M: 95; COLO 205: 94; NCI-H460: 99; NCI/ADR-RES: 93

How did COc1ccc(-c2cnc3ncnn3c2-c2cc(OC)c(OC)c(OC)c2)cc1O do in these assays?
HCT-15: 96; HCT-116: 102; NCI-H23: 112; NCI-H522: 94; NCI-H322M: 107; COLO 205: 112; NCI-H460: 107; NCI/ADR-RES: 105

What do the screens show for `CCCCc1[nH]nc(-c2n[nH]c(CCCC)c2C)c1C`?
HCT-15: 99; HCT-116: 93; NCI-H23: 99; NCI-H522: 83; NCI-H226: 96; NCI-H322M: 93; COLO 205: 106; NCI-H460: 96; NCI/ADR-RES: 96

Results for Cc1cc(CSc2ccccc2C(=O)N2CC=C(c3ccccc3)CC2)on1 ?
HCT-15: 95; HCT-116: 93; NCI-H23: 89; NCI-H522: 75; NCI-H226: 88; COLO 205: 107; NCI-H460: 100; NCI/ADR-RES: 91

What do the screens show for `CCOC(=O)Cn1c(-c2ccc(S(C)(=O)=O)cc2)nc2ccccc21`?
HCT-15: 95; HCT-116: 129; NCI-H23: 98; NCI-H522: 85; NCI-H226: 97; NCI-H322M: 94; COLO 205: 102; NCI-H460: 110; NCI/ADR-RES: 99

How did NS(=O)(=O)c1ccc(-n2cc(-c3cccc(NC(=O)c4ccc(N5CCOCC5)c(C(F)(F)F)c4)c3)nn2)cc1 do in these assays?
HCT-15: 39; HCT-116: 32; NCI-H23: 26; NCI-H522: 40; NCI-H226: 15; NCI-H322M: 26; COLO 205: 51; NCI-H460: 51; NCI/ADR-RES: 82

Results for CN(C)CCOc1ccc(C(=O)C(=O)N2CCOCC2)cc1 ?
HCT-15: 112; HCT-116: 106; NCI-H23: 100; NCI-H522: 92; NCI-H226: 108; NCI-H322M: 118; COLO 205: 113; NCI-H460: 106; NCI/ADR-RES: 104

What do the screens show for `OC(COc1ccccc1Cl)COc1ccccc1Cl`?
HCT-15: 86; HCT-116: 91; NCI-H23: 94; NCI-H522: 88; NCI-H226: 95; NCI-H322M: 110; COLO 205: 112; NCI-H460: 107; NCI/ADR-RES: 96

Results for CC(=O)c1ccc(NC(=O)CSc2nnc(-c3ccc(-c4nc5ccc(C)cc5[nH]4)cc3)o2)cc1 ?
HCT-15: 94; HCT-116: 98; NCI-H522: 100; NCI-H226: 96; NCI-H322M: 95; COLO 205: 114; NCI-H460: 100; NCI/ADR-RES: 101

How did CCN(CC)CCCC(C#N)c1ccccc1 (stereo unspecified) do in these assays?
HCT-15: 101; HCT-116: 104; NCI-H23: 99; NCI-H522: 94; NCI-H226: 89; NCI-H322M: 97; COLO 205: 112; NCI-H460: 110; NCI/ADR-RES: 104

Results for Cc1ccc(-c2nc(SCC(=O)c3ccc(Br)cc3)[nH]c(=O)c2C#N)s1 ?
HCT-15: 103; HCT-116: 102; NCI-H23: 101; NCI-H522: 104; NCI-H226: 96; NCI-H322M: 101; COLO 205: 114; NCI-H460: 105; NCI/ADR-RES: 109

Results for Cc1cc2nc3c4cc(O)ccc4n(CCN(C)C)c3nc2cc1C ?
HCT-15: -29*; HCT-116: -0.7*; NCI-H23: -35*; NCI-H522: -13*; NCI-H226: -25*; NCI-H322M: -11*; COLO 205: -41*; NCI-H460: 3.7*; NCI/ADR-RES: -40*

Results for COc1ccc(-c2[nH]c3ccc(OC)cc3c2C=C(C#N)C#N)cc1 ?
HCT-15: 39; HCT-116: 19; NCI-H23: 33; NCI-H522: -8.8*; NCI-H226: 60; NCI-H322M: 59; COLO 205: 5.6*; NCI-H460: 17; NCI/ADR-RES: 1.9*

How did COc1ccc2c(c1)/C(=C/c1c(-c3cc(OC)c(OC)c(OC)c3)nc3sc(C)cn13)C(=O)N2 do in these assays?
HCT-15: 86; HCT-116: 95; NCI-H23: 99; NCI-H522: 74; NCI-H226: 96; NCI-H322M: 93; COLO 205: 106; NCI-H460: 100; NCI/ADR-RES: 101

What do the screens show for `O=C(CNC(=O)c1ccccc1)Sc1ccccc1`?
HCT-15: 92; HCT-116: 99; NCI-H23: 99; NCI-H226: 109; NCI-H322M: 114; COLO 205: 113; NCI-H460: 109; NCI/ADR-RES: 103

Results for O=C(Oc1ccc(Cl)cc1)Oc1ccc(Cl)cc1 ?
HCT-15: 114; HCT-116: 111; NCI-H23: 112; NCI-H522: 105; NCI-H226: 102; NCI-H322M: 99; COLO 205: 116; NCI-H460: 118; NCI/ADR-RES: 123

Ordered by SMILES length (falling): part of the list above
Results for CC(=O)c1ccc(NC(=O)CSc2nnc(-c3ccc(-c4nc5ccc(C)cc5[nH]4)cc3)o2)cc1 ?
HCT-15: 94; HCT-116: 98; NCI-H522: 100; NCI-H226: 96; NCI-H322M: 95; COLO 205: 114; NCI-H460: 100; NCI/ADR-RES: 101

Results for Cc1ccc(-c2nc(SCC(=O)c3ccc(Br)cc3)[nH]c(=O)c2C#N)s1 ?
HCT-15: 103; HCT-116: 102; NCI-H23: 101; NCI-H522: 104; NCI-H226: 96; NCI-H322M: 101; COLO 205: 114; NCI-H460: 105; NCI/ADR-RES: 109

Results for Cc1cc2nc3c4cc(O)ccc4n(CCN(C)C)c3nc2cc1C ?
HCT-15: -29*; HCT-116: -0.7*; NCI-H23: -35*; NCI-H522: -13*; NCI-H226: -25*; NCI-H322M: -11*; COLO 205: -41*; NCI-H460: 3.7*; NCI/ADR-RES: -40*

Results for CN(C)CCOc1ccc(C(=O)C(=O)N2CCOCC2)cc1 ?
HCT-15: 112; HCT-116: 106; NCI-H23: 100; NCI-H522: 92; NCI-H226: 108; NCI-H322M: 118; COLO 205: 113; NCI-H460: 106; NCI/ADR-RES: 104
